# Compound activity from PubChem.
# POLI inh: blocks human DNA polymerase iota activity; AID 588590; Pol iota fluorescent replication assay, 10 min; Potency, µM (titrated, usually from 115 µM), without a hit: at the highest dose activity, negative = inhibition, usual class: inhibitors; Q9UNA4; actives 1% (n = 390,000)
#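 Fluorescent replication assay read twice, at 0 min and 10 min after adding 50 nM (final) substrate. Enzyme (10 nM) and compounds were first incubated 15 min at room temperature; enzyme-free buffer wells were negative controls.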
# G9a inh: inhibitors of human histone lysine methyltransferase G9a. Q96KQ7. G9a H3K9 monomethylation, AlphaScreen, 2 h. Potency, µM (series often up to 102 µM), for the others: at the highest dose activity, negative = inhibition, usual class: inhibitors. actives 8.8% (n = 350,000); further: on the % scale 0 is the no-effect control and ±100 the full control effect; nearly all actives have a fitted effect of over 75% in size
#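 Enzyme 20 nM + cpd, 15 min RT; add b-H3K9 pep 500 nM / SAM 20 uM; 2 h RT; anti-H3K9me1 Ab 0.5 ug/mL + SA donor / anti-rabbit acceptor beads 20 ug/mL each, 10 min; AlphaScreen read.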
# BAZ2B inh: BAZ2B (human) inhibition; Q9UIF8; AlphaScreen BAZ2B-H3K14Ac peptide displacement; Potency, µM (doses to about 114 µM), inactives show top-dose activity change, negative = inhibition, usual class: inhibitors; actives 4.4% (n = 360,000); AID 504333; further: on the % scale 0 is the no-effect control and ±100 the full control effect; nearly all actives have a fitted effect of over 60% in size
#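 Inhibition is scored as reduced AlphaScreen emission. The BAZ2B/b-H3(5-23)K14Ac complex (50 nM each) in PBS pH 7.4, 0.01% Tween-20 meets compound (up to 110 uM) for 30 min at RT before bead addition.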
# Anesthetic bind: binds horse apoferritin like a general anesthetic. P02791. apoferritin/1-aminoanthracene competitive binding, fluorescence. Potency, µM (highest dose often 77.5 µM), inactives show top-dose activity change, negative = displacement, most hits filed as inhibitors. actives 0.074% (n = 350,000). AID 485281; further: on the % scale 0 is the no-effect control and ±100 the full control effect; nearly all actives have a fitted effect of over 20% in size
# Target sequence (P02791 2-175 limits assumed): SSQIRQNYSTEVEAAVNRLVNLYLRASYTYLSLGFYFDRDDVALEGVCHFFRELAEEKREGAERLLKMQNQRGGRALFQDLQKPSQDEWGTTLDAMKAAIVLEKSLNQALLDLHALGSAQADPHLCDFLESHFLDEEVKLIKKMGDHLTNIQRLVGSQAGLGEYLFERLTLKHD
#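 Read-out: endpoint 1-AMA fluorescence, excitation 380 nm and emission 535 nm, after compounds sit 10 min at room temperature with 10 uM horse-spleen apoferritin in 50% saturated 1-AMA/PBS. Values come from four-parameter Hill fits.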
# Pol eta inh: blocks human DNA polymerase eta activity | Q9Y253 | recombinant Pol eta, fluorescent DNA replication assay | actives 1.2% (n = 390,000) | Potency, µM (doses to about 114 µM), for the others: top-dose activity change, negative = inhibition, most hits filed as inhibitors | AID 588591; further: on the % scale 0 is the no-effect control and ±100 the full control effect
#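 Pol eta at 10 nM preincubated with compounds 15 min at room temperature; reaction started with fluorescent substrate (50 nM final) and read kinetically at 0 and 10 min.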
# Pol kappa inh: blocks human DNA polymerase kappa activity; purified Pol kappa, fluorescent DNA synthesis assay, 10 min; AID 588579; Q9UBT6; Potency, µM (top dose mostly 107 µM), inactives show top-dose activity, negative = inhibition, usual class: inhibitors; actives 0.53% (n = 400,000); further: on the % scale 0 is the no-effect control and ±100 the full control effect
# Target sequence (Q9UBT6 whole entry, looked up): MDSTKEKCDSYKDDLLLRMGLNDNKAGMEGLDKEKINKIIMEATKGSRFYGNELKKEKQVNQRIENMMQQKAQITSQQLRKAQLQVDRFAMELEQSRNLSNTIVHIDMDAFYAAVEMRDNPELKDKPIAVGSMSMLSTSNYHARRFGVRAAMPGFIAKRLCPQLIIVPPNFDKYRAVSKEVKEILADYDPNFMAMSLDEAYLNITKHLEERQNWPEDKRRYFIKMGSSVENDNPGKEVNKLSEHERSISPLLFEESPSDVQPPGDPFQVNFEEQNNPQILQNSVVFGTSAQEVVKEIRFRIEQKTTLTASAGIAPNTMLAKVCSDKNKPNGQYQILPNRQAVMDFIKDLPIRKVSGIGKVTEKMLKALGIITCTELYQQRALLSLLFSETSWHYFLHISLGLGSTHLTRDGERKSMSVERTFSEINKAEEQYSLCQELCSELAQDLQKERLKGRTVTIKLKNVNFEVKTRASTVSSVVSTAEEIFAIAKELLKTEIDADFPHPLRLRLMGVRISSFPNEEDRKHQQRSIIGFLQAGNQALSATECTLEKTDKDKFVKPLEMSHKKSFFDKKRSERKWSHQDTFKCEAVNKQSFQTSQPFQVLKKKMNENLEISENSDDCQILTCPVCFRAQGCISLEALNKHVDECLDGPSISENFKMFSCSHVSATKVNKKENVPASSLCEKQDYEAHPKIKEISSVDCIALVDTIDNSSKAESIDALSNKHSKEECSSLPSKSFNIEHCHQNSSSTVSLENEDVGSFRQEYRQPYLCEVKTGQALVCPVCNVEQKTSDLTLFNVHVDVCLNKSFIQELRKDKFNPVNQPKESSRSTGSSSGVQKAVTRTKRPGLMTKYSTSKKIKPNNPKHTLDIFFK
#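 Activity was followed as the change in fluorescence between reads at 0 and 10 min after starting the reaction with 50 nM substrate. Beforehand, 10 nM polymerase had been preincubated with compound for 15 min at room temperature.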
# BLM inh: Bloom syndrome helicase (human) inhibition; recombinant BLM DNA unwinding, fluorescence dequenching; Potency, µM (series often up to 56.1 µM), for inactives: at the top dose activity change, negative = inhibition, actives largely listed as inhibitors; actives 0.2% (n = 350,000);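 further: plate controls were vehicle for no effect and no enzyme for full effect; nearly all actives have a fitted effect of over 35% in size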
# APEX1 inh: blocks human APE1 abasic DNA cleavage; Potency, µM (highest dose often 65.8 µM), without a hit: at the top dose activity change, negative = inhibition, actives largely listed as inhibitors; actives 0.35% (n = 350,000); recombinant APE1, TAMRA/BHQ-2 abasic DNA cleavage fluorescence;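 further: plate controls were vehicle for no effect and reference inhibitor for full effect; nearly all actives have a fitted effect of over 55% in size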
#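 Measures dequenching upon AP-site incision of a 5'-TAMRA/3'-BHQ-2 THF-containing duplex, 50 nM; human APE1 0.75 nM after 15 min room-temperature exposure to compound; kinetic three-point read at one-minute spacing.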
# POLB inh: blocks human DNA polymerase beta activity; P06746; Pol beta primer extension/strand displacement, fluorescence kinetic; Potency, µM (doses to about 114 µM), for the others: top-dose activity change, negative = inhibition, usual class: inhibitors; actives 1.3% (n = 340,000); further: on the % scale 0 is the no-effect control and ±100 the full control effect
#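 Kinetic readout of DNA synthesis with strand displacement by Pol beta. Compound and 10 nM enzyme sit 15 min at room temperature; 50 nM substrate starts the reaction, read immediately and at 10 min.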
# Starred values were filed as active, the others as inactive; ? = inconclusive; . = not tested or not shown; & = joins results of further samples; [ ] = dose if it differs, or a comment. The call rests on the fitted dose curve; in most records, active means well fitted curve in the direction sought with a large enough effect; inconclusive means small, poorly fitted or top-dose-only effect, or another doubt; inactive means no such curve, though single readings can be large; an effect the other way counts as inactive or inconclusive. Potency means the concentration at half of the fitted maximal effect. Only part of the results is shown. The share of hits here may be higher or lower than overall.
# Value order – POLI inh	G9a inh	BAZ2B inh	Anesthetic bind	Pol eta inh	Pol kappa inh	BLM inh	APEX1 inh	POLB inh
CCOC(=O)c1cc2c(=O)n3ccccc3nc2n(C)c1=NC(=O)c1c(-c2c(F)cccc2Cl)noc1C
    9%&44%	?	4%	120%[activator]	-10%&-16%	-2%&-16%	0%	.	18%
COc1cc(OC)c(-c2nnc3n(CCc4ccccc4)c(=O)c4ccccc4n23)cc1OC
    .	-11%	3%	5%	.	.	0%	5%	-1%
CCC(C(=O)N1CCc2cc(OC)c(OC)cc2C1)c1ccccc1 (stereo unspecified)
    -2%	-45%[59 µM]	-1%	-8%	-13%	-1%	-8%	-7%	13%
O=C(Nc1ccccc1C(=O)N/N=C/c1ccncc1)c1ccccc1
    7%	-3%	-5%	-15%	-17%	-1%	-2%	5%	3%
COC(=O)c1ccc(N(CC(=O)NC2CCCC2)C(=O)CNC(=O)c2cccs2)cc1
    49%[activator]	-9%[59 µM]	1%	-4%	-11%	-15%	-1%	35%[12.4 µM]	-1%
Cc1ccc(NS(=O)(=O)c2c(C(=O)N3CCCCCC3)c(C)n(C)c2C)c(Cl)c1
    24%	-10%	-19%[57.1 µM]	-2%	-17%	-1%	-2%	37%	20%
Cn1c(CN2CCOCC2)nnc1SCC(N)=O
    -6%	.	2%	-2%	4%	-7%	-3%	16%	45%
CN1CCN(Cc2c(O)c(Cl)cc3c(-c4ccccc4)cc(=O)oc23)CC1
    6%	-2%	18%	415%[activator]	-10%	-7%	-3%	2%	2%
O=C(CN1C(=O)CCn2nc(-c3ccccc3)cc21)NCc1ccc(Cl)cc1
    -14%	-26%[59 µM]	7%[57.1 µM]	-3%	-14%	-5%	-1%	.	-1%
O=C(CN1C(=O)NC2(CCc3ccccc32)C1=O)c1ccc(F)c(F)c1 (stereo unspecified)
    3%	102%[activator][2.33 µM]	41%[activator]	.	-8%	-16%	.	-6%	.
CC(C)(C)c1ccc(OCCC(=O)Nc2cccc(S(=O)(=O)N3CCCC3)c2)cc1
    3%	3.5µM*	4%	.	-19%	-12%	.	18%	.
Cc1ccc(C)c(N(CC(=O)N(C)C)S(C)(=O)=O)c1
    10%	5%[59 µM]	12%	-2%	9%	-1%	0%	16%	2%
CCS(=O)(=O)N1CC(=O)N(c2ccccc2C)C(C)(C(=O)NC2CCCCC2)C1 (stereo unspecified)
    11%	5%[59 µM]	4%	-3%	7%	-15%	2%	.	-17%
CC(Sc1nnc(-c2ccncc2)n1C)C(=O)Nc1ccc(N2CCOCC2)cc1 (stereo unspecified)
    -15%	-5%[12.7 µM]	-1%	.	3%	-14%	.	-2%	.
COc1ccc(NC2=Nc3cccc4cccc2c34)cc1
    29%	?	35µM*	-13%	-23%	-16%	-3%	5%	?
C=CCn1c(NCCOC)nc2c1c(=O)n(C)c(=O)n2C
    5%	-6%	3%	-9%	0%	-9%	-1%	-1%	23%
CC(C)(C)NC(=O)C(c1ccncc1)N(C(=O)Cn1nnc(-c2ccc(F)cc2)n1)c1ccccc1F (stereo unspecified)
    15%	?	-36%	-10%	-3%	-7%	-17%	9%	-10%
Cc1cc(C)cc(OC(=O)COc2ccccc2C)c1
    21%	16%[12.7 µM]	134%[activator]	4%	-7%	0%	-4%	8%	-8%
COc1cc(NC(=O)c2ccc(F)cc2)c(OC)cc1NC(=O)CN1CCCCC1
    116%[activator]	50µM*	-18%	3%	-11%	-4%	-3%	-13%	31%
CCn1cc(/C=C/C(=O)Nc2ccn(Cc3c(F)c(F)c(F)c(F)c3F)n2)cn1
    6%	?	-7%	-1%	-25%	-12%	3%	-3%	2%
COc1ccccc1C/C(N)=N/OC(=O)c1cccc([N+](=O)[O-])c1
    -14%	?	-34%	-4%	?	-8%	-11%	-7%	-17%
CC(=O)OCCN(C)c1cc(SC(C)C)c2nonc2c1[N+](=O)[O-]
    171%[activator]	50µM*	?	?	-15%	1%	-10%	-3%	-1%
Clc1ccc(-c2cc(-c3ccccc3)on2)cc1
    2%	18%[2.33 µM]	1%	.	-9%	-19%	.	2%	.
O=C(Cn1c(=O)oc2cc(S(=O)(=O)NCc3ccccc3)ccc21)Nc1cccc(F)c1
    ?	-3%[59 µM]	-2%	-10%	-9%	?	-7%	.	?
Cc1cc(C)c(NC(=O)C(C)OC(=O)c2cc(Br)c(Br)s2)c(C)c1 (stereo unspecified)
    8%	27%[59 µM]	3%	-8%	-3%	-5%	0%	16%	25%
Cc1[nH]c2ccccc2c1/C=C(\C#N)C(=O)NC(C)c1ccccc1 (stereo unspecified)
    19%	?	?	?	-18%	-9%	-6%	15%	18%
Cc1ccc2cc(CN(C(=O)c3ccco3)c3ccccc3)c(=O)[nH]c2c1
    -16%	?	3%	-9%	-14%	-5%	-2%	1%	1%
Cc1ccc(NC(=O)CN2C(=O)CC(c3ccco3)Sc3ccccc32)cc1Cl (stereo unspecified)
    -21%	7%[59 µM]	-2%	0%	-20%	0%	0%	.	?
O=C(Nc1ccc2cn[nH]c2c1)c1ccc(S(=O)(=O)N2CCOCC2)cc1
    86%[activator]	.	-4%	-8%	-3%	-1%	-3%	-4%	47%
Cc1ccc(-c2nn3c(C)nnc3s2)cc1NC(=O)c1ccc(-c2ccc(Cl)cc2Cl)o1
    ?	-21%[59 µM]	?	-19%	?	?	11µM*	-2%	4µM*
Cc1c(Cl)cccc1NC(=O)Cn1cc(C(=O)c2cccs2)c2ccccc21
    -3%	6%[59 µM]	?	-4%	-17%	3%	-8%	.	1%
CCC(C)NC(=O)Cc1ccc(-c2ccccc2)cc1 (stereo unspecified)
    38%[activator]	-29%	5%	-14%	-4%	13%	-2%	-2%	1%
CCOC(=O)C1=c2s/c(=C\c3ccncc3)c(=O)n2C(N)=C(C(=O)OC)C1c1ccncc1 (stereo unspecified)
    2%	-48%	-16%	-4%	-24%	0%	-8%	-1%	30%
O=C(COC(=O)CCc1c[nH]c2ccccc12)NC(c1ccccc1)c1ccccc1
    -10%	-7%[59 µM]	?	11%	-13%	-7%	-6%	-8%	21%
O=C(NCC1CCCO1)c1cc(-c2ccc(Cl)cc2Cl)on1 (stereo unspecified)
    10%	-1%[0.501 µM]	19%	-7%	-6%	-6%	-1%	0%	10%
CCOC(=O)C(=CNc1ccc(-c2ccco2)c(Cl)c1)C(=O)OCC
    ?	.	-31%	-11%	-6%	-9%	-13%	-3%	7%
CCn1ccnc1CC1COc2ccccc2O1 (stereo unspecified)
    ?	-6%[59 µM]	9%	.	-21%	6%[60.1 µM]	-2%	-1%&1%&1%	-9%[57.1 µM]
O=Cc1cn(Cc2ccccc2)nc1-c1cccnc1
    39%[activator]	-15%	3%	-5%	-4%	-11%	-5%	-3%	-27%
O=S(=O)(c1cccs1)N1CCN(c2ccnc3cc(Cl)ccc23)CC1
    -2%	?	-26%	9%	-13%	-3%	-7%	-2%	-21%
Cc1ccc(NC(=O)CCn2c(=O)[nH]c3ccsc3c2=O)cc1F
    -12%	14%	7%	0%	-16%	-14%	-8%	-15%	-2%

# Three structures already listed, arranged by SMILES length, rising.
# Value order – POLI inh	G9a inh	BAZ2B inh	Anesthetic bind	Pol eta inh	Pol kappa inh	BLM inh	APEX1 inh	POLB inh
CC(=O)OCCN(C)c1cc(SC(C)C)c2nonc2c1[N+](=O)[O-]
    171%[activator]	50µM*	?	?	-15%	1%	-10%	-3%	-1%
O=C(Nc1ccc2cn[nH]c2c1)c1ccc(S(=O)(=O)N2CCOCC2)cc1
    86%[activator]	.	-4%	-8%	-3%	-1%	-3%	-4%	47%
CCOC(=O)C1=c2s/c(=C\c3ccncc3)c(=O)n2C(N)=C(C(=O)OC)C1c1ccncc1 (stereo unspecified)
    2%	-48%	-16%	-4%	-24%	0%	-8%	-1%	30%

# Next section.
# Value order – POLI inh	G9a inh	BAZ2B inh	Anesthetic bind	Pol eta inh	Pol kappa inh	BLM inh	APEX1 inh	POLB inh
CC1CC(C)CN(C(=O)C(Cc2ccccc2)n2cccc2)C1 (stereo unspecified)
    21%	6%	-35%	?	-23%	-7%	-3%	0%	-21%
N[C@@H](Cc1ccccc1)C(=O)N1CCC(C(=O)N[C@@H](CCC(=O)O)C(=O)O)CC1
    -15%	79µM*	1%	4%	-4%	-13%	-1%	8%	?
Cc1ccc(/C=C2\C(=N)N3N=C(CC(=O)N4CCOCC4)SC3=NC2=O)o1
    ?	56µM*	-27%	-23%	28µM*	?	-1%	17%	?
O=C(CSc1nnc(Nc2ccccc2)s1)NCc1cccs1
    12%	40µM*	0%	-2%	-12%	0%	6%	-8%	4%[57.1 µM]
COC(=O)COc1ccc(S(=O)(=O)Nc2ccccc2SC)cc1
    25%	15%[59 µM]	13%	-9%	-11%	-4%	4%	24%	-15%
C#CCCCCCCCCCCCCCCCC(=O)O
    .	?	.	-5%	.	2%&-13%[19.4 µM]	2%&0%	-1%&19%&-7%	.
CCOC(=O)Nc1cc(=O)c2ccccc2o1
    17%	0%[59 µM]	26%	-16%	-14%	-2%	1%	-1%	1%
COc1cccc(C(=O)Nc2cccc(C(=O)OCc3cc(=O)n4c5c(sc4n3)CCCC5)c2)c1
    -4%	17%[59 µM]	-2%	40%[activator]	-7%	-1%[60.1 µM]	-1%	.	13%
CCOc1ccc(NC(=O)COc2ccc(C(=O)NCC3CCCO3)cc2OC)cc1 (stereo unspecified)
    16%	9%[12.7 µM]	0%	.	-20%	1%	.	-24%	.
Cc1ccc2nc(-c3ccc(NS(=O)(=O)c4ccccc4)cc3)sc2c1
    148%[activator]	-1%[59 µM]	2%	-12%	-24%	-14%	-2%	10%	-5%
CCCCc1cc(=O)oc2cc(C)cc(OCC(=O)N3CCC(C(=O)O)(c4ccccc4)CC3)c12
    12%	-19%	0%	-5%	-8%	1%	-1%	26%	4%
C/C(=N/O)c1ccc(N2C(=O)C3C4C=CC(C3C2=O)C2C3C(=O)N(c5ccc(/C(C)=N/O)cc5)C(=O)C3C42)cc1 (stereo unspecified)
    .	.	-2%	0%	.	.	-4%	16%	-4%
CCOC(=O)c1nnn(-c2nonc2-n2cccc2)c1CCl
    ?	?	?	-13%	-12%	-18%	0%	-4%	-2%
